SSB-PriA inh: blocks PriA binding to SSB C-terminal tail | AlphaScreen SSBct-PriA binding, biotinylated peptide | inhibition, % at 33 µM | 430,000 compounds, 0.6% hits | AID 1272365; in the data active means inhibition mostly above about 37%, no sharp cut-off; inactive means mostly below about 20%;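 further: plate controls were negative control peptide for no effect and reference peptide for full effect; strong numbers were not always called active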
An asterisk follows results filed as active; & = joins results of further samples. The list is partial; the hit share may differ from the screen's.

SMILES | SSB-PriA inh
CCCOc1ccc(-c2csc(NC(=O)c3cc(C)nn3CC)n2)cc1 | -10.0&15.0
Nc1cccc(NS(=O)(=O)C2CC2)c1 | -8.0
CSc1ccc([C@@H](O)CNC(=O)C(=O)Nc2ccccc2C(F)(F)F)cc1 | -15.0
O=C(/C=C/c1ccc([N+](=O)[O-])cc1)Nc1nnc(-c2ccc3c(c2)CCCC3)o1 | -4.0
CCOC(=O)NN=Cc1ccc(F)cc1F | -4.9
O=C(NCCN1Cc2ccccc2OCC1=O)c1cc2cc(Cl)ccc2[nH]1 | -18.0
CCn1c(=O)cc(N2CCC(C)CC2)[nH]c1=O | 5.0
Cc1noc(C)c1CC(=O)NCCn1nc(C(F)(F)F)n(C)c1=O | -14.0
CCOc1ccc(C=Nn2cnnc2)cc1 | 9.3
Cc1cc2ncc(NC(=O)c3ccc(Br)o3)cn2n1 | -3.0
Cc1ccc(C(=O)Nc2ccc3c(c2)NC(=O)C(C)(C)CO3)cc1C | 19.0
CN(C)N=C1C(=O)N(CN2CCN(c3ccccc3)CC2)c2ccccc21 | 14.3
CCOC(=O)c1ccc(NC(=O)c2ccc([N+](=O)[O-])s2)cc1 | 8.0
Cc1ccc(Cl)cc1NC(=O)Cn1nc2c(cc1=O)CCCC2 | -5.0
O=C(CCC(=O)Nc1ccc(F)cc1)NN=Cc1ccc(O)cc1O | -20.5
CC(C)c1ccccc1NC(=O)c1nnn(-c2ccccc2)c1-c1ccccn1 | -9.0
COc1cc(C=NNC(N)=S)ccc1OCC(=O)Nc1ccc(C)cc1 | 1.6
COc1cccc2c1OC(c1ccccn1)N1N=C(c3cc(Cl)ccc3O)CC21 (configuration not stated) | 12.0
COc1ccc2nc(NC(=NS(=O)(=O)c3cccs3)c3ccccc3Cl)sc2c1 | -7.7
COCCCNC(=S)NN=Cc1ccc(OC)cc1 | -0.4
Cn1nccc1C(=O)Nc1sccc1-c1nc2ccccc2s1 | 1.0
CC(C)(C)OC[C@@H](O)CN(CCc1ccccc1)Cc1ccccc1 | -17.0
O=C(CCCCCn1c(=O)[nH]c2ccsc2c1=O)NCCc1ccc(Cl)cc1 | -16.0
O=C(Nc1ccc(-c2nc3ccccc3[nH]2)cc1)c1ccc(S(=O)(=O)N2CCOCC2)cc1 | -22.0
CCOC(=O)NN=Cc1ccc(C)s1 | -13.8
CC1=CC(C)[C@@H]2COC(c3ccc(O)cc3)C1C2C (some centres not stated) | -3.4
COCCNC(=S)NN=C(C)c1ccc(O)cc1 | 9.1
O=C(NCc1cccc(Oc2ccccn2)c1)c1c[nH]c2ccccc12 | 1.0
Cc1nc2c(=O)n(CC(=O)Nc3ccc(C)c(Cl)c3)nc(-c3cccs3)c2s1 | -6.0
CSc1ccccc1C(=O)NCCn1ncc2c(=O)n(Cc3ccccc3F)cnc21 | -7.0
COc1ccc(Cl)cc1NC(=O)CSc1nnc(-c2ccc(=O)n(C)c2)n1C | -10.0
O=C(NCC1CCN(C(=O)c2cccnc2)CC1)C(=O)Nc1cccc(N2CCCC2=O)c1 | -13.0
CCC1CCCCN1S(=O)(=O)c1ccc(NC(=O)COc2ccc([N+](=O)[O-])cc2)cc1 (configuration not stated) | -4.0
Cc1nc2ccccn2c1C(=O)N(Cc1ccsc1)Cc1ccco1 | 5.0
Cc1noc(C)c1S(=O)(=O)NCC(C)(O)c1cc2ccccc2o1 (configuration not stated) | -10.0
CN(C)C=Nc1sc2c(c1C(N)=O)CCCC2 | -3.4
COc1ccc(-c2cc3ccc4c(c3oc2=O)CN(Cc2ccco2)CO4)cc1OC | -21.0
CC(=O)c1sc(NC(=O)c2ccnn2C)nc1-c1ccccc1 | -18.0
CCN1CCN(CC(=O)N2N=C(c3ccc(Br)cc3)CC2c2ccc(F)cc2)C(=O)C1=O (configuration not stated) | 5.0
O=C(NCCn1nc(-c2cccnc2)ccc1=O)c1ccc2c(c1)OCO2 | -1.0
COc1ccc(NS(=O)(=O)c2ccc(NN=C(C)c3ccncc3)c([N+](=O)[O-])c2)cc1 | -2.4
C#CCn1c(=NC(=O)c2cccc(OC)c2OC)sc2c(OC)ccc(OC)c21 | -7.0
O=C(NCC1CCN(C(=O)c2ccoc2)CC1)c1nc2ccccc2s1 | -20.0
O=C(CCN1C(=O)S/C(=C\C=C\c2ccccc2)C1=O)Nc1ccc(Cl)cc1 | -7.0
CCCCc1ccc(S(=O)(=O)c2cnc(SCC(N)=O)[nH]c2=O)cc1 | 2.0
Cc1noc(-c2c(NC(=O)c3ccc4ncsc4c3)sc3c2CCOC3)n1 | -3.0
CC(/C=C/c1ccccc1)=NO | -9.8
CC(C)(C)C(=O)NC(Nc1cccc2ccccc12)C(Cl)(Cl)Cl (configuration not stated) | -5.0
COc1ccccc1/C=C1\Oc2cc(OCC(=O)c3ccc(C#N)cc3)ccc2C1=O | 8.0
O=C(NCCNc1cc(N2CCCC2)cnn1)Nc1ccc(Cl)c(C(F)(F)F)c1 | -9.0
O=C(Nc1cc(Cl)ccc1[N+](=O)[O-])c1cnc2n(c1=O)CCS2 | 7.0
Cc1ccc(CNC(=O)Cn2cnc3c(-c4ccc(Cl)cc4)csc3c2=O)cc1 | -1.0
C=CCN(CC=C)S(=O)(=O)c1ccc(C(=O)Nc2c(C(=O)OCC)oc3ccccc23)cc1 | -15.0
COc1ccccc1-c1nnc(SCC(=O)Nc2cccc(C(F)(F)F)c2)n1-n1cccc1 | -10.0
COc1ccc(Br)cc1C=NNC(=O)CNC(=O)C1COc2ccccc2O1 (configuration not stated) | 11.7
COc1ccc(NC(C)=O)cc1NS(=O)(=O)c1cc2c3c(c1)C(C)C(=O)N3CCC2 (configuration not stated) | 8.0
COc1ccc(-c2cc3c(=O)n(Cc4nc(-c5ccccc5C)no4)ccn3n2)cc1 | 0.0
O=C(c1nnn(-c2ccccc2Cl)c1-c1ccccn1)N1CCN(c2ncccn2)CC1 | 0.0
Cc1c(C(=O)C(N)=O)c2ccccc2n1C | -5.0
O=C(CSc1nnc(COc2ccccc2)o1)NCC1CCCO1 (configuration not stated) | -1.0
New compounds follow:
SMILES | SSB-PriA inh
CCOC(=O)C1CCN(c2csc3ccc(F)cc3c2=O)CC1 | 1.0
Cc1nn(C(C)CC(=O)N2CCN(S(=O)(=O)c3ccccc3)CC2)c(C)c1Br (configuration not stated) | 2.0
CCOc1ccc(-c2noc(Cn3c(=O)n(CC4CCCO4)c(=O)c4ccccc43)n2)cc1OC (configuration not stated) | 6.0
CCOc1ccc(N2CCn3c2nn(Cc2cccc(Cl)c2)c(=O)c3=O)cc1 | -8.0
O=C(NNC(=O)c1cc2ccccc2o1)c1ccc(=O)n(Cc2ccc(Cl)cc2)c1 | 1.0
O=C(Nc1ccccc1Oc1ccccc1)c1ccc(C(=O)c2ccccc2)cc1 | -7.0
O=C(NCCN1CCN(c2ccc(Cl)cc2)CC1)c1cccs1 | -6.0
Cc1ccc2nc(C3CCCNC3)[nH]c2c1 (configuration not stated) | 7.0
O=C(c1ccc(Cl)c(Cl)c1)N1CCOC(c2ccccc2)C1 (configuration not stated) | -4.0
O=C(/C=C/c1cc(Cl)cc2c1OCOC2)c1cc(Br)ccc1O | 1.0
CCOC(=O)c1c(SCC(=O)Nc2ccccc2C(F)(F)F)nc(=O)[nH]c1C | 5.0
COc1ccc(-c2noc(CS(=O)(=O)c3ccc(C)cc3)n2)cc1OC | -4.0
COc1cc(C(=O)NCCOc2ccc(-c3cccs3)nn2)cc(OC)c1OC | -26.0
Cc1ccc(C)c2sc(N3CCN(C(=O)c4ccc([N+](=O)[O-])s4)CC3)nc12 | 10.0
COc1ccccc1S(=O)(=O)NCC1(OC)Cc2ccccc2C1 | -7.0
O=C(Nc1ccc2c(c1)OCCO2)c1scc(-c2ccccc2)c1-n1cccc1 | 3.0
COc1cccc(C=NNC(=O)C(=O)Nc2ccccc2OC(F)(F)C(F)F)c1O | -15.0
CC(Oc1ccccc1F)C(=O)Nc1cccc(-c2nc3cccnc3s2)c1 (configuration not stated) | -12.0
CC(C)c1cc(C(=O)NCC2CCCO2)nn1-c1nc2ccccc2s1 (configuration not stated) | 1.0
O=C(CSc1ncn[nH]1)Nc1ccc(-c2nc3ccccc3s2)cc1 | -4.0&1.0
O=C1OC(C(=O)Nc2nc(-c3ccccn3)cs2)Cc2ccccc21 (configuration not stated) | 72.9
O=C(NCC[C@H](O)C1CC1)Nc1cccs1 | -6.0
CC1=NOC2(C1)C(=NO)CCCC2=NO (configuration not stated) | -12.9
COC(=O)c1ccc(CSc2nc(C)ccc2C#N)cc1 | -16.0
CC(=O)C(=NNc1ccc(Cl)cc1)Sc1nnc(-c2ccccc2)n1-c1ccccc1 | 6.5
O=C(CCN1CCCCC1)Nc1c(-c2ccccc2)c2cc(Br)ccc2[nH]c1=O | -6.0
COCC(C)(O)CNC(=O)c1cc(Br)cs1 (configuration not stated) | 6.0
O=S(=O)(NCCSC1CCOCC1)c1ccc2c(c1)CCCC2 | -9.0
CCN(CC)CCN1C(=O)C(=O)C(=C(O)c2ccc(OC(C)C)cc2)C1c1cccs1 (configuration not stated) | -6.7
N#Cc1ccc(C(=O)NCC2CCN(Cc3ccccc3)CC2)cc1 | 3.0
O=C(CSc1nnc2n1CCN2c1ccc(F)cc1)Nc1nccs1 | 3.0
Cc1[nH]c(=O)[nH]c(=O)c1CN1CCCCC1 | 2.0
COc1cc(NC(=O)COc2cc(C)nc(N3CCCCCC3)n2)cc(OC)c1OC | 1.0
O=C(Nc1nnc(-c2ccc(Cl)s2)o1)c1cccc(F)c1 | -2.0
CC(C)(C)C(=O)NC[C@H](O)c1cccc2ccccc12 | -8.0
CN(C)c1cccc(C(=O)NCc2cc(-c3ccncc3)n(C)n2)c1 | 14.0
Nc1ncc(Cc2ccccc2F)s1 | -13.0
Cc1ccc(Cl)cc1N1CCN(S(=O)(=O)CCN2C(=O)CCCC2=O)CC1 | -11.0
COc1ccc(NC(=O)CCCN(C)S(=O)(=O)c2ccc3c(c2)C(=O)c2ccccc2C3=O)cc1 | -10.0
O=C(CCl)N(CCO)c1ccccc1 | 19.0
O=C(N/N=C\c1c(O)ccc2ccccc12)c1cc(C2CC2)[nH]n1 | -11.0
O=C(CCSc1ccc(Cl)cc1)Nc1nnc(-c2ccccc2)o1 | -14.0
O=C(CCc1nc2sc3c(c2c(=O)[nH]1)CCCCC3)N1CCN(Cc2ccccc2)CC1 | -10.0
Oc1ccc(C=NNc2ccnc3cc(Cl)ccc23)c(O)c1 | -6.8
CCCc1ccc(Oc2coc3c(C)c(OCC)ccc3c2=O)cc1 | -12.0
COc1ncccc1C(=O)NCCNS(=O)(=O)c1cn(C)cn1 | -9.0
Cc1ccc(C)c(SCC(=O)O)c1 | 4.0
Cc1sc(NC(=O)c2ccc(Cl)cc2)c(C#N)c1C | -12.0
Cc1cc(C(=O)NN=Cc2c(C)[nH]n(-c3ccccc3)c2=O)n[nH]1 | 6.1
O=C(NCCCCN1CCOC(c2ccccc2)C1)C(=O)Nc1ccc2c(c1)OCCO2 (configuration not stated) | -6.0
COc1ccc(Cl)cc1NC=C1C(=O)OC2(CCCCC2)OC1=O | -10.0
Cc1cc(NN=Cc2ccc(O)cc2)c2cccc(C)c2n1 | 16.2
O=C(CCc1ccccc1Br)NC[C@H](O)c1cccc2ccccc12 | 2.0
Cc1ccc(CN2CCN(N=Cc3sccc3C)CC2)c(C)c1 | 41.9
CC(C)C(=O)N1CCN(Cc2nc3ccccc3[nH]2)CC1 | 5.0
O=C(Cc1csc2nc(-c3ccc(Cl)cc3)cn12)NCc1ccccn1 | -9.0
CCCCN([C@H]1CCS(=O)(=O)C1)S(=O)(=O)c1ccc(F)cc1 | -4.0
CCCn1c(SCc2nc(-c3cccc(Cl)c3)no2)nc2cc3c(cc2c1=O)OCO3 | -6.0
Cc1[nH]c2ccccc2c1C(=O)C(=O)N1CCN(c2ccc([N+](=O)[O-])cc2)CC1 | -8.0
CCCN1C(=O)CCS(=O)(=O)c2ccccc21 | -24.0
Further records follow.
SMILES | SSB-PriA inh
Cc1ccc(C(C)C)c(OCC(=O)N=Nc2c(O)[nH]c3ccc([N+](=O)[O-])cc23)c1 | 15.0
COc1cccc2cc(C(=O)N3CC(=O)Nc4ccccc43)oc12 | 0.0&2.0
Cc1cc(N2C(=O)C(=O)C(=C(O)c3ccc(Cl)cc3)C2c2cccc(Br)c2)no1 (configuration not stated) | -11.2
O=C(Nc1ccc(Br)cc1C(=O)c1ccccc1)c1ccc(Nc2nc(-c3ccccc3)c3cc(Cl)ccc3n2)cc1 | -14.0&13.0

High-throughput results (PubChem BioAssay)
